HCV inhibitor: inhibitors of hepatitis C virus infection; 340,000 tested, 3.4% active; Potency, µM (titrated, usually from 41.8 µM), for inactives: at the highest dose activity change, negative = inhibition, most hits filed as inhibitors; Huh7.5.1 HCVcc-Cre infection, luciferase reporter, 44 h
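Cells seeded at 1,000/well and cultured 4 h, then compounds added followed by HCVcc-Cre virus (~0.5 moi). After 44 h further culture, luciferase substrate was added, plates held 15 min at room temperature, and luminescence read for 15 sec.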
Pf growth 96h: P. falciparum growth inhibition at 96 hours | P. falciparum luciferase reporter growth, 96 h | Potency, µM (highest dose often 28.7 µM), for inactives: at the top dose activity change, negative = inhibition, most hits filed as inhibitors | 320,000 tested, 6.9% active
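96 h incubation, 37 C, 5% CO2, of luciferase-reporter P. falciparum-infected RBCs (2% hematocrit, 0.05% parasitemia final) with test compounds; endpoint luminescence.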
Sm TGR block: blocks Schistosoma mansoni thioredoxin glutathione reductase | purified TGR, DTNB reduction, TNB absorbance 405 nm | Potency, µM (doses to about 114 µM), without a hit: top-dose activity change, negative = inhibition, most hits filed as inhibitors | 360,000 tested, 3% active | Q962Y6 | AID 485364; also: nearly all actives have a fitted effect of over 60% in size
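First, TGR (20 nM dispensed) and NADPH were mixed with compound. Second, a 15 min room-temperature incubation followed. Third, further NADPH and then DTNB were added to start the reaction. Finally, TNB absorbance was monitored kinetically.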
LmPK inh: blocks Leishmania mexicana pyruvate kinase activity. Q27686. AID 1721. Potency, µM (highest dose often 57.5 µM), inactives show top-dose activity change, negative = inhibition, most hits filed as inhibitors. purified LmPK, Kinase-Glo ATP luminescence, 1 h. 290,000 tested, 0.37% active
Target sequence (Q27686 whole entry, looked up): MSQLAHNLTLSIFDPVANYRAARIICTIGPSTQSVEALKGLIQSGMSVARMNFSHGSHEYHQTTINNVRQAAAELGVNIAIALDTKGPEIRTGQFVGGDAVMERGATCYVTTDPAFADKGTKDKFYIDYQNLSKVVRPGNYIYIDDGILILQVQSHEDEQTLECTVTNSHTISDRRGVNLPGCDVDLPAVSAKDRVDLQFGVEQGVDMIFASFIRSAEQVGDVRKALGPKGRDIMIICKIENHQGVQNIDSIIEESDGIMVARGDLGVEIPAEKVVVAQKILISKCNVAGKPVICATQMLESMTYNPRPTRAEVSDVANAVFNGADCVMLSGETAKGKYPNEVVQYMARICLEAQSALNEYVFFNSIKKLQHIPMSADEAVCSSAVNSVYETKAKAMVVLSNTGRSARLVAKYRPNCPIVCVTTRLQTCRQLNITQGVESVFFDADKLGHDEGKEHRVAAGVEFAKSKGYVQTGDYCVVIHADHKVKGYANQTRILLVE
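Pyruvate kinase activity monitored as ATP production (luciferase luminescence). Conditions: 0.1 nM enzyme, 0.5 mM PEP, 0.1 mM ADP, 1 h, RT; normalized against uninhibited and no-enzyme wells.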
TbPYK inhibitor: blocks Trypanosoma brucei pyruvate kinase. Q57TT1. TbPYK enzyme, Kinase-Glo Plus ATP luminescence, 45 min. Potency, µM (highest dose often 76.8 µM), for inactives: at the top dose activity, negative = inhibition, most hits filed as inhibitors. 410,000 tested, 0.12% active. AID 624173; also: nearly all actives have a fitted effect of over 50% in size
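Screened from lowest to highest concentration, compounds were pinned into TbPYK/substrate mixtures, and ADP (130 uM final) was added. Plates sat at room temperature for 45 min prior to Kinase-Glo Plus detection by luminescence.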
Pf growth 48h: inhibits P. falciparum growth in the first generation, 48 h | P. falciparum luciferase growth in erythrocytes, 48 h | AID 504832 | Potency, µM (series often up to 28.7 µM), without a hit: at the top dose activity change, negative = inhibition, usual class: inhibitors | 310,000 tested, 5.9% active
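First compound was added to culture medium, then infected red cells at 0.1% parasitemia and 2% hematocrit (final). After incubation at 37 C under 5% CO2, luciferase detection reagent was dispensed and light output recorded.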
Active calls of the source: *; & = joins results of further samples; [ ] = remark or other dose. Calls follow the shape of the dose curve; as a rule, active = well fitted curve in the direction sought with a large enough effect; inconclusive = small, poorly fitted or top-dose-only effect, or another doubt; inactive = no such curve, though single readings can be large; an effect the other way counts as inactive or inconclusive. % is scaled to controls: 0 for no effect and ±100 for the full control effect; potency is read from the fitted curve at half-maximal effect.

What do the screens show for `Cc1nnc(NC(=O)C(C)Sc2nnc(CCNC(=O)c3ccccc3F)n2C)s1` (centres undefined)?
HCV inhibitor: -12%; Pf growth 96h: inconclusive; Sm TGR block: 2%; LmPK inh: 0%; TbPYK inhibitor: -2%; Pf growth 48h: -15%

Results for CCC(CO)Nc1ccc(-c2nn(C)c(=O)c3ccccc23)cc1[N+](=O)[O-] (centres undefined) ?
HCV inhibitor: -5%; Pf growth 96h: 36%[activator]; LmPK inh: 1%; TbPYK inhibitor: 7%; Pf growth 48h: inconclusive

What do the screens show for `Cc1ccc(C(=O)COC(=O)CNC(=O)CNC(=O)c2ccc(C)cc2)cc1`?
HCV inhibitor: -9%; Pf growth 96h: 96%[activator]; Sm TGR block: 6%; LmPK inh: 5%; TbPYK inhibitor: -4%; Pf growth 48h: 17%

How did Brc1cc(Br)c(Oc2cc(Br)c(Br)cc2Br)cc1Br do in these assays?
HCV inhibitor: -1%; Pf growth 96h: inconclusive; Sm TGR block: -18%; TbPYK inhibitor: 2%; Pf growth 48h: 20%

What do the screens show for `CCc1ccc(NC(=O)c2cc(S(=O)(=O)N3CCCC3)c[nH]2)cc1`?
HCV inhibitor: -6%; Pf growth 96h: -7%; Sm TGR block: 2%; LmPK inh: -6%; TbPYK inhibitor: -6%; Pf growth 48h: inconclusive

How did CCCN(CC(=O)Nc1ccccc1OC)C(=O)c1ccc(S(=O)(=O)Nc2ccccc2)cc1 do in these assays?
HCV inhibitor: 0%; Pf growth 96h: inconclusive; Sm TGR block: -6%; TbPYK inhibitor: -1%; Pf growth 48h: inconclusive

How did COc1ccc(NC(=S)NNC(=O)c2ccccc2OC(F)F)cc1 do in these assays?
Pf growth 96h: -27%; Sm TGR block: -2%; LmPK inh: 3%; TbPYK inhibitor: -16%

How did N=C1C(c2nc3ccccc3s2)=C(O)CN1Cc1ccco1 do in these assays?
HCV inhibitor: inconclusive; Sm TGR block: inconclusive; LmPK inh: -6%; TbPYK inhibitor: 3%; Pf growth 48h: 85%[activator]

Results for CCOC(=O)N1CCN(C(=O)c2ccc(-n3c(=S)[nH]c4ccccc4c3=O)cc2)CC1 ?
HCV inhibitor: 12%; Pf growth 96h: inconclusive; Sm TGR block: 0%; LmPK inh: 7%; TbPYK inhibitor: -5%; Pf growth 48h: 2%

How did CCN1C(Nc2ccccc2)=NC[C@@H]1CC(C)C do in these assays?
HCV inhibitor: -4%; Pf growth 96h: 31%[activator]; Sm TGR block: -13%; LmPK inh: -2%; TbPYK inhibitor: -1%; Pf growth 48h: 13%

How did N#C/C(=C/c1cccs1)c1ccccn1 do in these assays?
HCV inhibitor: inconclusive; Pf growth 96h: 75%[activator]; Sm TGR block: 0%; LmPK inh: -21%; TbPYK inhibitor: 3%; Pf growth 48h: 98%[activator]

What do the screens show for `O=C(COC(=O)c1ccc(O)cc1)Nc1cc(C(F)(F)F)ccc1Cl`?
HCV inhibitor: inconclusive; Pf growth 96h: -23%; Sm TGR block: 9%; LmPK inh: 0%; TbPYK inhibitor: 0%; Pf growth 48h: -11%

Results for CCOc1ccc(CCNS(=O)(=O)c2ccc3c(c2)NC(=O)CC(=O)N3)cc1OCC ?
HCV inhibitor: 4%; Pf growth 96h: inconclusive; Sm TGR block: -9%; LmPK inh: 5%; TbPYK inhibitor: 0%; Pf growth 48h: 315%[activator]

How did Cc1cc(C)nc(SCC(=O)Nc2ccccc2[N+](=O)[O-])n1 do in these assays?
HCV inhibitor: 7%; Pf growth 96h: 30%; Sm TGR block: -18%; LmPK inh: -2%; TbPYK inhibitor: -3%; Pf growth 48h: 17%

Results for CCc1cccc(OCC(=O)Nc2cc(S(=O)(=O)N3CCOCC3)ccc2N2CCCC2)c1 ?
HCV inhibitor: inconclusive; Pf growth 96h: 8.3µM*; Sm TGR block: -5%; LmPK inh: -10%; TbPYK inhibitor: 2%; Pf growth 48h: inconclusive

What do the screens show for `Cc1sc2c(c1C)C(=O)NC(c1ccccc1F)N2` (centres undefined)?
HCV inhibitor: 5%; Pf growth 96h: 102%[activator]; Sm TGR block: -25%; LmPK inh: -3%; TbPYK inhibitor: -23%; Pf growth 48h: 63%[activator]

Results for CCN(C(=O)CSc1nnc(-c2ccccc2)n1C)C1CCS(=O)(=O)C1 (centres undefined) ?
HCV inhibitor: 3%; Pf growth 96h: 48%[activator]; Sm TGR block: 8%; LmPK inh: 1%; TbPYK inhibitor: 4%; Pf growth 48h: 76%[activator]

Results for CC1CCCCC12NC(=O)N(CC(=O)N1CCN(c3ncccn3)CC1)C2=O (centres undefined) ?
HCV inhibitor: 2%; Pf growth 96h: 41%[activator]; Sm TGR block: -2%; TbPYK inhibitor: 1%; Pf growth 48h: 8%

What do the screens show for `COc1cc(OC)cc(C(=O)NCC2CCCN(C(=O)c3oc(C)cc3C)C2)c1` (centres undefined)?
HCV inhibitor: 5%; Pf growth 96h: inconclusive; Sm TGR block: 5%; LmPK inh: -10%; TbPYK inhibitor: -1%; Pf growth 48h: -7%

How did Cc1ccc2[nH]c(=O)c(CN(Cc3ccco3)C(=O)c3ccncc3)cc2c1 do in these assays?
HCV inhibitor: -6%; Pf growth 96h: 14%; Sm TGR block: inconclusive; LmPK inh: 4%; TbPYK inhibitor: -13%; Pf growth 48h: 1%

How did CCOc1ccc(NC(=O)CCNS(=O)(=O)c2ccc3c(c2)CC(C)N3C(C)=O)cc1 (centres undefined) do in these assays?
HCV inhibitor: 8%; Pf growth 96h: -10%; Sm TGR block: -2%; LmPK inh: 0%; TbPYK inhibitor: -24%; Pf growth 48h: inconclusive

What do the screens show for `COc1ccc2ccccc2c1/C=N/Nc1ccc(Cl)c(C(=O)O)c1`?
HCV inhibitor: 12%; Pf growth 96h: inconclusive; Sm TGR block: inconclusive; LmPK inh: 14%; TbPYK inhibitor: -15%; Pf growth 48h: -11%

What do the screens show for `Nc1cc(=O)[nH]c(N2CCN(c3ccccc3)CC2)n1`?
HCV inhibitor: 7%; Pf growth 96h: 12%; Sm TGR block: -17%; LmPK inh: -1%; TbPYK inhibitor: -1%; Pf growth 48h: -6%

Results for CNC(=O)NC(=S)NC(=O)c1ccc(OC)cc1 ?
HCV inhibitor: 6%; Pf growth 96h: 53%[activator]; Sm TGR block: -5%; LmPK inh: -11%; TbPYK inhibitor: 11%; Pf growth 48h: 36%[activator]

How did CCN(C(=O)COc1ccc(F)cc1Br)c1c(N)n(Cc2ccccc2)c(=O)[nH]c1=O do in these assays?
HCV inhibitor: 6%; Pf growth 96h: -17%; Sm TGR block: -2%; TbPYK inhibitor: -1%; Pf growth 48h: -11%

How did O=C(COC(=O)COc1ccc(Cl)cc1Br)NC1CCCCCC1 do in these assays?
HCV inhibitor: 4%; Pf growth 96h: -14%; Sm TGR block: -4%; TbPYK inhibitor: -1%; Pf growth 48h: -5%

Results for CN(C)c1nc(NCc2ccccc2)nc(N/N=C/c2ccc3c(c2)OCO3)n1 ?
HCV inhibitor: inconclusive; Pf growth 96h: inconclusive; Sm TGR block: -14%; LmPK inh: -4%; TbPYK inhibitor: -1%; Pf growth 48h: 12µM*

Results for COCCN(C(=S)Nc1cccc(C)c1)C(C)c1cccnc1 (centres undefined) ?
HCV inhibitor: -11%; Pf growth 96h: 0%; Sm TGR block: 5%; LmPK inh: -1%; TbPYK inhibitor: -15%; Pf growth 48h: -2%

What do the screens show for `Cc1nn(CCC#N)c(NC(=O)c2ccccc2)c1P(=O)(Nc1ccc(Br)cc1)N1CCOCC1` (centres undefined)?
HCV inhibitor: -5%; Pf growth 96h: 6%; Sm TGR block: 8%; LmPK inh: 1%; TbPYK inhibitor: 1%; Pf growth 48h: inconclusive

How did Cc1cc(C)cc(OC(=O)c2cccnc2)c1 do in these assays?
HCV inhibitor: 12%; Pf growth 96h: inconclusive; Sm TGR block: 4%; LmPK inh: 0%; TbPYK inhibitor: 6%; Pf growth 48h: -13%

How did COc1ccc(OC)c(NS(=O)(=O)c2cccs2)c1 do in these assays?
HCV inhibitor: -4%; Pf growth 96h: inconclusive; Sm TGR block: 6%; LmPK inh: 3%; TbPYK inhibitor: 3%; Pf growth 48h: 11%

How did Cc1c(Br)cc(C(=O)N2CCN(CCO)CC2)c(C)c1C do in these assays?
HCV inhibitor: 20%; Pf growth 96h: inconclusive; Sm TGR block: -2%; LmPK inh: -9%; TbPYK inhibitor: 3%; Pf growth 48h: -2%

Results for Cc1cc(C)nc(NC(=O)c2cccs2)n1 ?
HCV inhibitor: 9%; Pf growth 96h: 88%[activator]; Sm TGR block: 0%; LmPK inh: -1%; TbPYK inhibitor: -8%; Pf growth 48h: 30%

What do the screens show for `O=C1CC(N2CCN(Cc3ccc4c(c3)OCO4)CC2)C(=O)N1c1ccccc1` (centres undefined)?
HCV inhibitor: 17%; Sm TGR block: inconclusive; LmPK inh: 8%; TbPYK inhibitor: 0%; Pf growth 48h: 15%

What do the screens show for `CCN(CC)c1ccc(C2C3CCCCC3(O)CCN2CC(=O)Nc2ccccc2)cc1` (centres undefined)?
HCV inhibitor: 9%; Sm TGR block: 37%[activator]; LmPK inh: -1%; TbPYK inhibitor: 0%; Pf growth 48h: 0%

What do the screens show for `CCC(NC(=O)c1cc(COc2ccc(F)c(F)c2)on1)c1ccncc1` (centres undefined)?
HCV inhibitor: inconclusive; Pf growth 96h: inconclusive; Sm TGR block: 2%; LmPK inh: -3%; TbPYK inhibitor: 3%; Pf growth 48h: -12%

Results for COc1cc(/C=N/N2CCCCC2)cc(OC)c1O ?
HCV inhibitor: 5%; Pf growth 96h: -7%; Sm TGR block: 14µM*; LmPK inh: -28%; TbPYK inhibitor: inconclusive; Pf growth 48h: 2%

Results for COC(=O)c1ccc(NC(=O)NC(=O)Oc2ccccc2)cc1 ?
HCV inhibitor: 17%; Pf growth 96h: -3%; Sm TGR block: 2%; TbPYK inhibitor: 1%; Pf growth 48h: -21%

How did CCOc1ccc(NC(=O)CSc2nc3cccnc3n2CC)cc1 do in these assays?
HCV inhibitor: -1%&-12%; Pf growth 96h: inconclusive; Sm TGR block: 2%; LmPK inh: -3%; TbPYK inhibitor: 4%; Pf growth 48h: -13%

Some of these compounds in order of SMILES length, low to high.
Results for Cc1cc(C)nc(NC(=O)c2cccs2)n1 ?
HCV inhibitor: 9%; Pf growth 96h: 88%[activator]; Sm TGR block: 0%; LmPK inh: -1%; TbPYK inhibitor: -8%; Pf growth 48h: 30%

How did COc1ccc(OC)c(NS(=O)(=O)c2cccs2)c1 do in these assays?
HCV inhibitor: -4%; Pf growth 96h: inconclusive; Sm TGR block: 6%; LmPK inh: 3%; TbPYK inhibitor: 3%; Pf growth 48h: 11%

How did CCOc1ccc(NC(=O)CSc2nc3cccnc3n2CC)cc1 do in these assays?
HCV inhibitor: -1%&-12%; Pf growth 96h: inconclusive; Sm TGR block: 2%; LmPK inh: -3%; TbPYK inhibitor: 4%; Pf growth 48h: -13%

Results for COC(=O)c1ccc(NC(=O)NC(=O)Oc2ccccc2)cc1 ?
HCV inhibitor: 17%; Pf growth 96h: -3%; Sm TGR block: 2%; TbPYK inhibitor: 1%; Pf growth 48h: -21%

What do the screens show for `Cc1nn(CCC#N)c(NC(=O)c2ccccc2)c1P(=O)(Nc1ccc(Br)cc1)N1CCOCC1` (centres undefined)?
HCV inhibitor: -5%; Pf growth 96h: 6%; Sm TGR block: 8%; LmPK inh: 1%; TbPYK inhibitor: 1%; Pf growth 48h: inconclusive

Screening results: PubChem, National Center for Advancing Translational Sciences (NCATS)

The order is random; any-hit rate near 16%.
